# Tb MetRS inh = Trypanosoma brucei MetRS inhibition | purified T. brucei MetRS, ATP depletion, Kinase-Glo luminescence | inhibition, % at 11.9 µM | actives 0.4% (n = 360,000) | AID 624268;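 active = inhibition above a per-plate cutoff of the control wells' mean inhibition plus 3 SD, cut at about 5.5% in these data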;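 note: 0% = DMSO wells median and 100% = median of wells with control inhibitor compound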
#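 Material: T. brucei methionyl-tRNA synthetase, purified; reagent: substrates ATP, L-methionine and bulk Escherichia coli tRNA; dosing: 11.9 µM single point; timing: 15 min plus 2 h at 25 °C; detection: luminescence of leftover ATP; evaluation: % inhibition; control set: DMSO-only wells as low control; replicates: singlicate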
# DNMT1 block = blocks human DNA methyltransferase DNMT1 | AID 588458 | P26358 | DNMT1 molecular beacon, Hinp1I cleavage, fluorescence | inhibition (reported as % activation of signal), % at 10 µM | actives 0.83% (n = 360,000); in the data active = inhibition above about 50%
# STEP block = inhibitors of human striatal-enriched phosphatase STEP | inhibition, % at 20 µM | P54829 | recombinant STEP, OMFP fluorogenic substrate, fluorescence | actives 0.25% (n = 360,000);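 active = inhibition at 20 µM, scaled per plate between control wells, above about 37%, limit read from the data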;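 note: 0% = DMSO with enzyme and substrate and 100% = substrate only without enzyme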
#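 Assay system: isolated STEP enzyme / Timing: 20 min at room temperature, dark / Doses: 20 µM, 1% DMSO / Technique: fluorescence intensity, excitation 480 nm, emission 540 nm / Reagent: fluorogenic phosphatase substrate OMFP at 25 µM final / Measure: percent inhibition scaled to no-enzyme and uninhibited-enzyme controls, plate-pattern corrected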
# LMPTP block = LMPTP (human) inhibition. inhibition, % at 20 µM. recombinant LMPTP-A, OMFP fluorogenic substrate, fluorescence intensity. P24666. actives 0.22% (n = 360,000). AID 651560;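 active = compounds that cut the enzyme signal by at least half of the control window in the single-dose screen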;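 note: plate controls were DMSO wells with enzyme plus substrate for no effect and substrate without enzyme for full effect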
# Target sequence (P24666 whole entry, looked up): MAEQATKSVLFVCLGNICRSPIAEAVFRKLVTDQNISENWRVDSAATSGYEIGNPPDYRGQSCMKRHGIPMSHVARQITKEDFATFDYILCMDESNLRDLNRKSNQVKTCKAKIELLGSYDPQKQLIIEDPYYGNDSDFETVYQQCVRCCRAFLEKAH
#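 Test system: LMPTP-A phosphatase enzyme; input: 0.625 nM LMPTP-A final; reagent: OMFP substrate, 400 µM final; compound dosing: 20 µM single dose, 3% DMSO; incubation: 50 min dark incubation at room temperature; measured by: endpoint fluorescence intensity from OMFP dephosphorylation; measure: % inhibition relative to no-enzyme and uninhibited control wells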
# CSN inh = blocks human CSN-mediated cullin deneddylation; inhibition, % at 12.5 µM; Q92905; actives 0.38% (n = 360,000); Purified CSN, SCF-Nedd8-OG deneddylation, fluorescence polarization; AID 651999;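 active = pattern-corrected inhibition above about 35%, with an unprinted fluorescence ratio check between 0.5 and 1.5, limit read from the data, passing the limit was not always enough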;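 note: 0% = enzyme with substrate and 100% = substrate without enzyme; some results filed as inactive read as strong as hits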
#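 Assay system: purified human Csn5 enzyme expressed in HEK293T cells; measure: % inhibition; also added: SCFSkp2-Nedd8OG substrate at 10 nM final; technique: fluorescence polarization; times: reaction 90 min, room temperature; medium: Tris buffer pH 7.5, NaCl, DTT, Tween-20, trehalose, ovalbumin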
# SUMO1-SIM PPI = modulators of human SUMO1-mediated protein-protein interactions; SUMO1 binding to a labelled peptide, TR-FRET, 1 h; actives 0.33% (n = 360,000); inhibition, % at 20 µM; AID 602429; P63165; in the data active = inhibition above about 37%
# Target sequence (P63165 whole entry, looked up): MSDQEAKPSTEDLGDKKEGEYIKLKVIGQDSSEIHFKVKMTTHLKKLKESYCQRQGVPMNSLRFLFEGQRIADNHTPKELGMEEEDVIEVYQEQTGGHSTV
# MsrA inh = inhibits bovine methionine sulfoxide reductase A; AID 651718; actives 0.75% (n = 360,000); inhibition, % at 15.5 µM; purified bovine MsrA, absorbance read-out; in the data active = inhibition above about 4.5%;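 note: 0% = vehicle wells with enzyme and 100% = reference inhibitor wells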
# NadD block = blocks S. aureus nicotinate mononucleotide adenylyltransferase. purified NadD enzyme, colorimetric absorbance read-out. actives 0.78% (n = 360,000). inhibition, % at 20 µM. AID 602399; in the data active = inhibition above about 26%; note: some compounds past the cut are filed as inactive
# Scp-1 inhibitor = blocks human Scp-1 phosphatase activity; Q9GZU7; Recombinant Scp1, phosphopeptide, malachite green phosphate absorbance; inhibition, % at 20 µM; actives 0.88% (n = 340,000); AID 493091;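 active = inhibition above about 50% at 20 µM, limit read from the data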;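 note: plate controls were DMSO wells with enzyme for no effect and wells lacking enzyme for full effect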
# Target sequence (Q9GZU7 76-261 limits assumed): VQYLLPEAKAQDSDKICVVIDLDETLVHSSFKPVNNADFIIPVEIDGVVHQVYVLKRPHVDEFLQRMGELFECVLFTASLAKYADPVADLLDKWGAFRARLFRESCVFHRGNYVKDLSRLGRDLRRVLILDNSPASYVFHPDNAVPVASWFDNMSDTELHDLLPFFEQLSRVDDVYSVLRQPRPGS
#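 Material – SCP-1 phosphatase catalytic domain, residues 76-261 · Buffer or medium – Acidic Tris acetate buffer with magnesium and detergent · Also added – Phospho 17-mer peptide substrate · Compound – single 20 µM dose, 1% DMSO · Times – 45 min room-temperature reaction, 5 min colour, 30 min stabiliser · Technique – Phosphate-binding colour reagent, absorbance read at 630 nm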
# Rpn11 block = Rpn11 (human) deubiquitinase inhibition; human 26S proteasome, Ub4-pepOG fluorescence polarization; 20S core pre-blocked with epoxomicin; calls only at 20 µM; actives 0.59% (n = 360,000); AID 588493;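 active = inhibition at 20 µM, scaled to each plate's controls, above about 33%, limit read from the data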
# Target sequence (O00487 whole entry, looked up): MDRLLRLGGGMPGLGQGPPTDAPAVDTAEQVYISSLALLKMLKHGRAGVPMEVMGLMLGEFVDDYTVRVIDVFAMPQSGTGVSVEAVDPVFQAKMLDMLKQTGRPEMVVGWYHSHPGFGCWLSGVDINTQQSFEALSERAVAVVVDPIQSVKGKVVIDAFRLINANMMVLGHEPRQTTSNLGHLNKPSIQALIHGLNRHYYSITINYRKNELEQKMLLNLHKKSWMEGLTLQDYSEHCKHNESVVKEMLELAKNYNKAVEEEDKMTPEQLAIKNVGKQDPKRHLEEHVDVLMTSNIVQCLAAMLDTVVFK
# An asterisk follows results filed as active; i = inactive; / = not tested or not shown.
SMILES,Tb MetRS inh,DNMT1 block,STEP block,LMPTP block,CSN inh,SUMO1-SIM PPI,MsrA inh,NadD block,Scp-1 inhibitor,Rpn11 block
COc1cccc(NC(=S)N2CCn3c(nc4ccccc43)C2)c1,0.7,-4,-1,0.8,6,2,0.7,-1,-2,i
NS(=O)(=O)c1cccc(Nc2nc3ccccc3nc2NS(=O)(=O)c2ccc(Cl)cc2)c1,0.0,-27,-5,0.1,-3,9,1.4,8,-12,i
Clc1ccc(C2=Nn3c(nnc3-c3n[nH]c4c3CCC4)SC2)cc1Cl,-0.7,-9,-1,0.3,4,-2,0.3,30*,5,i
O=C(CSc1nnc(-c2ccccc2F)o1)NC1CCCCC1,-0.5,1,-1,0.3,0,-5,0.0,-14,2,i
O=C(CSc1ccc(-c2ccc(F)cc2)nn1)NCCc1ccccc1,-1.0,2,-3,-1.2,7,7,0.5,-2,-9,i
Cc1ccc(-c2ccc(CN3C(CC(C)C)C(=O)N(Cc4cn(CCC5OCCCO5)nn4)CCS3(=O)=O)cc2)cc1 (stereo not drawn),-1.5,-13,2,4.3,1,1,1.6,-7,/,i
O=C(Oc1ccccc1Cl)c1ccc(-n2cncn2)nc1,0.0,1,3,-1.0,-1,-3,0.1,7,-7,i
O=C(O)Cn1nc(-c2ccccc2)oc1=O,-0.5,3,-11,-2.1,-5,1,-0.6,-1,6,i
COc1ccccc1/C=C/CN1CCC(n2nccc2NC(=O)C2CC2)CC1,-0.3,-3,0,0.1,5,2,-1.0,-1,-6,i
CCOc1ccccc1N(C)C(=O)c1ccc2c(=O)n3c(nc2c1)CCCCC3,-0.6,4,3,-1.1,0,5,0.3,-7,-4,i
CC(=O)Nc1ccc(S(=O)(=O)N2CCN(CCC#N)CC2)cc1,-0.3,0,-2,-2.3,-1,6,0.4,-7,-4,i
Cc1cccc(CCNC(=O)CCS(=O)(=O)c2cc3c(cc2C)NC(=O)CO3)c1,-0.1,6,0,1.2,-2,-10,-0.9,3,-6,i
CCCC(c1nnnn1CS(=O)(=O)c1ccc(C)cc1)N1CCN(c2ccccc2)CC1 (stereo not drawn),0.1,-7,3,2.9,6,0,-1.2,3,-2,i
CC(C)CC(NC(=O)C1CCC(C)CC1)C(=O)Nc1ccccc1F (stereo not drawn),-0.4,1,-4,-1.7,-1,6,0.4,-4,-5,i
Cn1nccc1-c1ccc(C(=O)Nc2cccc(NS(C)(=O)=O)c2)c2occc12,-0.2,3,-2,0.3,1,14,0.0,-2,/,i
CCN1CCN(C(=O)CCn2c(=O)c3cccn3c3cccnc32)CC1,-0.4,0,-4,-0.7,6,-6,0.3,0,-6,i
CC(NC(=O)Cn1cnc2c1c(=O)n(C)c(=O)n2C)c1ccccc1 (stereo not drawn),-1.0,-1,0,-2.0,1,-2,0.3,-4,1,i
CCc1ccc(NC(=O)Nc2ccsc2C(=O)OC)cc1,-0.5,-6,0,4.3,-5,2,-0.8,-9,-11,i
Cc1c(C(=O)NCc2cccnc2)oc2ccc(S(=O)(=O)N3CCCC(C)C3)cc12 (stereo not drawn),0.1,-1,3,1.1,-2,1,0.7,2,-5,i
CCCc1c(-c2cccc(Cl)c2)ncn1Cc1ccccc1OC,-0.6,/,/,3.4,-2,9,-0.2,0,/,/
CC(C)Cn1c(CCC(N)=O)nnc1SC(C)C(=O)Nc1ccc2c(c1)OCO2 (stereo not drawn),-0.3,2,-2,-1.1,2,-5,1.3,3,-5,i
Cc1csc2c(NCCCN3CCOCC3)ncnc12,-0.9,0,-1,-6.1,-1,-3,1.0,-1,-7,i
O=C1c2ccccc2C(=O)N1CCSc1ncn[nH]1,-0.1,1,1,-1.2,-2,-5,2.5,-3,-2,i
Cc1cc2oc(C(=O)NCCc3ccc(S(N)(=O)=O)cc3)cc(=O)c2cc1C,-0.3,15,-3,-1.1,-3,6,-1.0,1,-9,i
O=C1Nc2ccc(Br)cc2/C1=C/C(=O)c1ccc2c(c1)OCO2,0.3,-7,-2,2.8,7,5,-0.5,17,-23,i
COC(=O)c1sc2cnccc2c1N,-0.3,0,1,-1.4,-2,-21,0.6,-6,-1,i
Cc1cccc(NC(=O)c2ccc3c(=O)n4c(nc3c2)CCCCC4)n1,-0.3,1,-1,-1.2,1,3,2.7,-2,-7,i
COc1ccc(CCC(=O)Nc2cccc(S(=O)(=O)N3CCOCC3)c2)cc1OC,-0.3,-4,-2,0.0,-4,-1,0.1,-5,1,i
O=c1cc(C(F)(F)F)oc2c1ccc1ccccc12,-0.2,3,-2,0.1,5,-1,0.5,-8,-8,i
O=C(CCCn1c(=O)[nH]c2ccc(Br)cc2c1=O)NCc1ccc(Cl)cc1,2.3,2,-4,1.9,2,28,0.2,-2,-16,i
Cn1c(-c2ccccc2)c(C(=O)CCl)c2ccccc21,-0.9,18,-4,1.9,-5,0,2.3,-4,10,i
O=C(O)C(Cc1ccnc2ccccc12)=NO,-0.2,-33,0,-1.1,2,-4,0.8,8,-8,i
Cc1ccc(Cl)c(OCC(=O)NN2CCN(C)CC2)c1,-0.1,1,10,-4.1,1,0,0.0,-3,-4,i
Cc1noc(C)c1CSc1nnc2scc(-c3ccc(Cl)cc3)n12,-0.4,2,-3,-1.1,-4,2,-1.4,-4,9,i
Cc1ccc(CNC(=O)CCC(=O)Nc2nnc(C3CCCCC3)s2)cc1,-0.1,7,-2,-3.2,4,5,-0.3,-4,-9,i
CC(C)OC(=O)CSc1nnc(-c2ccc([N+](=O)[O-])cc2)o1,0.8,0,1,-1.2,-14,-33,2.3,-3,-7,i
COc1ccccc1NC(=O)CSc1ccc(-c2cccs2)nn1,0.2,0,6,0.2,-2,-1,2.2,-4,-1,i
CC1CCCCC12NC(=O)N(CC(=O)NCc1ccco1)C2=O (stereo not drawn),-0.2,10,-1,-0.9,13,-4,-1.2,-4,-5,i
COCCNC(=O)c1onc(CSc2cc(C)ccc2C)c1C(=O)O,-0.1,4,-2,0.0,-5,8,0.0,-2,-5,i
COc1ccc(NC(=O)C2CCCN2C(=O)Nc2ccc(OC)cc2)cc1 (stereo not drawn),-0.2,6,0,-1.0,2,3,0.4,-3,-1,i

# Single entries from the entries so far.
# CC1CCCCC12NC(=O)N(CC(=O)NCc1ccco1)C2=O (stereo not drawn) | LMPTP block = -0.9
# COCCNC(=O)c1onc(CSc2cc(C)ccc2C)c1C(=O)O | Tb MetRS inh = -0.1
# CC(C)Cn1c(CCC(N)=O)nnc1SC(C)C(=O)Nc1ccc2c(c1)OCO2 (stereo not drawn) | Tb MetRS inh = -0.3
# Cc1ccc(CNC(=O)CCC(=O)Nc2nnc(C3CCCCC3)s2)cc1 | SUMO1-SIM PPI = 5

# Continued:
SMILES,Tb MetRS inh,DNMT1 block,STEP block,LMPTP block,CSN inh,SUMO1-SIM PPI,MsrA inh,NadD block,Scp-1 inhibitor,Rpn11 block
C=CCc1cccc2cc(C(=O)N(CC)CC)c(=O)oc12,0.0,8,-4,-1.2,0,-3,0.2,4,-5,i
COc1cc(/C=C/C(=O)O)cc(Br)c1O,0.2,-12,-2,-2.7,-3,-9,1.9,-5,-9,i
CCOC(=O)c1cc(CC)sc1NC(=O)C1CC1,-0.6,8,1,3.1,6,1,-0.5,-7,-4,i
Cc1ccccc1-n1c(=O)[nH]c(=O)c2c(N)c(C(=O)c3ccc(Cl)cc3)sc21,-1.0,-1,0,-0.4,3,2,-0.4,13,3,i
CN(CC(=O)NCCc1ccc(Cl)cc1)S(=O)(=O)c1ccc2c(c1)c(=O)n(C)c(=O)n2C,-0.2,0,4,-0.4,6,8,-0.3,0,-12,i
CN(C)S(=O)(=O)c1ccc(C(=O)NCCN=C2NS(=O)(=O)c3ccccc32)cc1,0.1,0,2,-1.0,-3,9,0.4,-4,-6,i
CCOc1ccc(-c2nnn(CCC(=O)O)n2)cc1OC,0.3,1,0,-1.6,1,-1,-0.5,-1,-2,i
Cc1cc(C)cc(NC(=O)Cn2c(=O)oc3cc(S(=O)(=O)N4CCC(C)CC4)ccc32)c1,0.1,34,-1,1.1,6,6,-0.2,17,-7,i
O=C(CCN1C(=O)/C(=C/c2cccc(Br)c2)SC1=S)Nc1cccnc1,0.0,-7,4,6.3,5,-3,-0.3,6,18,i
COc1cccc(CC(NC(C)=O)C(=O)NC2CCN(c3c(Cc4ccccc4)c(C)nc4ncnn34)CC2)c1OC (stereo not drawn),0.2,-4,-7,-1.1,-1,9,1.0,2,-2,i
Cc1ccc(S(=O)(=O)NC(=O)C2(C)CCN2C(=O)c2c(C)noc2C)cc1 (stereo not drawn),0.2,1,0,0.2,2,3,0.6,1,/,i
CCCN1CCC(=O)N(CCSc2ccc(OC)cc2)CC1,-0.4,-1,-3,-1.6,-4,-1,0.0,1,2,i
COc1ccc(NS(=O)(=O)c2ccc(-c3ccccn3)s2)cc1,0.0,-1,0,-1.2,6,-15,1.7,4,-8,i
COc1cc(/C=N/NC(=O)c2ccncc2)ccc1OC(=O)c1ccc([N+](=O)[O-])cc1,-1.2,2,2,-2.6,0,-22,2.4,-6,2,i
c1ccc(CSc2nnc(-c3ccco3)c(-c3ccco3)n2)cc1,0.6,113*,11,36,48,21,/,20,79*,i
O=C(Cc1ccc(F)cc1)Nc1ccccc1N1CCCC1,0.0,-3,-1,0.6,2,-2,-1.5,2,-2,i
COc1ccc(CN2CCCCCC2)c(C)c1C,-0.8,-1,-1,-0.6,-12,-1,0.7,-11,-4,i
CCCCOc1ccc(S(=O)(=O)N2CCCCC2)cc1,0.6,0,0,1.6,2,5,-0.7,-10,-8,i
CSc1ccccc1NC(=O)CN(C)CC(=O)NCC(=O)Nc1ccc(F)cc1,-0.6,1,0,1.1,-3,0,-0.1,0,1,i
Cc1cc(/C=N/NC(=O)c2cccc([N+](=O)[O-])c2)c(C)n1-c1ccccc1,-0.5,-11,2,0.9,-1,-12,-0.6,11,5,i

# Shown tab-delimited: entries from further up.
mol	Tb MetRS inh	DNMT1 block	STEP block	LMPTP block	CSN inh	SUMO1-SIM PPI	MsrA inh	NadD block	Scp-1 inhibitor	Rpn11 block
CCCCOc1ccc(S(=O)(=O)N2CCCCC2)cc1	0.6	0	0	1.6	2	5	-0.7	-10	-8	i
CCOC(=O)c1cc(CC)sc1NC(=O)C1CC1	-0.6	8	1	3.1	6	1	-0.5	-7	-4	i

# Screening results from PubChem BioAssay.
